M5 ag = CHRM5 agonism in calcium assay; CHO-K1 hM5 cells, Fluo-8 calcium fluorescence; 0% DMSO wells, 100% maximal acetylcholine response; activation, % at 3 µM; P08912; 360,000 compounds, 0.19% hits;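 active = activation above the run's mean over test compounds plus 3 SD, cut at about 23% in these data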;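 note: signal is peak over basal fluorescence ratio across the kinetic read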
M4 antag = CHRM4 antagonism in calcium assay; P08173; CHO-hM4 cells, ACh EC80, Fluo-8 calcium fluorescence; inhibition, % at 3 µM; 360,000 compounds, 0.73% hits;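 active = inhibition above its plate's cutoff, the mean inhibition of sample wells plus 3 SD, cut at about 27% in these data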;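 note: 0% = acetylcholine EC80 with DMSO and 100% = DMSO without agonist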
CHRM5 PAM = positive allosteric modulators of human muscarinic M5 receptor | P08912 | AID 624038 | 360,000 compounds, 0.3% hits | CHO-K1 hM5, Fluo-8 calcium, ACh EC20 PAM; 0% = ACh EC20, 100% = ACh EC100 | activation, % at 3 µM;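 active = activation above the run cutoff, the mean activation of all test compounds plus 3 SD, cut at about 18% in these data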
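Probe or stimulus: acetylcholine, EC20 level; Assay system: human M5 receptor in CHO-K1 cells; Schedule: compound preincubation 140 s before EC20 acetylcholine addition; Technique: intracellular calcium via Fluo-8 fluorescence; Dosing: single-point, 3 µM nominal; Read-out basis: percent activation from peak-over-basal fluorescence ratio, scaled EC20-to-EC100 acetylcholine; Repeats: one well per compound, no replicates.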
CHRM4 PAM = potentiates acetylcholine response at human M4 receptor; activation, % at 3 µM; AID 624126; 360,000 compounds, 0.4% hits; CHO-K1 hM4/Gqi5, Fluo-8 calcium fluorescence, ACh EC20; 0% = ACh EC20, 100% = maximal ACh;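 active = activation above its plate's cutoff, the mean activation of sample wells plus 3 SD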; note: some results filed as inactive read as strong as hits
CHRM4 agonist = CHRM4 agonism in calcium assay; P08173; CHO-K1 hM4/Gqi5, Fluo-8 calcium fluorescence; vehicle 0%, full acetylcholine response 100%; activation, % at 3 µM; 360,000 compounds, 0.14% hits; AID 624127;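 active = activation above the run mean over all test wells plus 3 SD, cut at about 32% in these data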;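 note: peak over basal fluorescence ratio per well then scaled between controls; 0% = DMSO wells and 100% = acetylcholine at EC100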
CHRM1 PAM = human CHRM1 positive allosteric modulation; AID 588819; activation, % at 3 µM; 360,000 compounds, 0.088% hits; P11229; CHO-K1 hM1, Fluo-8 calcium fluorescence, ACh EC20; 0% = ACh EC20, 100% = maximal ACh; in the data active = activation above about 19%, passing the limit was not always enough
Target sequence (P11229 whole entry, looked up): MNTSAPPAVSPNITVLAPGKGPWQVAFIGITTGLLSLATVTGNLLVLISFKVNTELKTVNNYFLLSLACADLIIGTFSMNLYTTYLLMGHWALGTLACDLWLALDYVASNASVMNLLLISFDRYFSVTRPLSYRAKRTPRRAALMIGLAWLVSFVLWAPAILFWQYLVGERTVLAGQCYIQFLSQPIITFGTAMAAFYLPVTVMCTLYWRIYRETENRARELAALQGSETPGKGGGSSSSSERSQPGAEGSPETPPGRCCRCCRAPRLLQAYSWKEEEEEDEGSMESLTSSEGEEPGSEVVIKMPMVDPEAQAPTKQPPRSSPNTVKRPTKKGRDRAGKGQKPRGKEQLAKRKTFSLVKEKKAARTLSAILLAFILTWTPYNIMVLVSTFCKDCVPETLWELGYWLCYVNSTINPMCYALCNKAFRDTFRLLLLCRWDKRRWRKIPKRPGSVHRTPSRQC
CHRM5 antagonist = CHRM5 antagonism in calcium assay; P08912; CHO-hM5 cells, Fluo-8 calcium fluorescence, ACh EC80; inhibition, % at 3 µM; 360,000 compounds, 0.59% hits; AID 624040;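 active = inhibition above a per-plate cutoff, the mean of that plate's test compounds plus 3 SD, cut at about 27% in these data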;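 note: 0% = acetylcholine EC80 with DMSO and 100% = DMSO without agonist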
M1 antag = blocks human M1 muscarinic receptor. inhibition, % at 3 µM. CHO-K1 hM1, Fluo-8 calcium fluorescence, ACh EC80 antagonist. AID 588852. 360,000 compounds, 1.3% hits. P11229;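 active = percent inhibition above its own plate's cutoff, namely the mean of that plate's compound wells plus 3 SD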;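 note: peak over basal fluorescence ratio during 140 s after agonist addition; 0% = ACh EC80 plus DMSO and 100% = DMSO alone without agonist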
CRFBP-R2 agonist = CRF-BP/CRF-R2 complex agonism. HEK293 CRF-R2/CRF-BP, calcium dye fluorescence (FLIPR); percent of saturating CRF peptide response. 350,000 compounds, 0.46% hits. activation, % at 13.2 µM;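 active = activation of at least 50%, plus an integration ratio under a set limit after plate pattern correction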;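 note: plate controls were neutral control wells without compound for no effect and CRF at EC100 for full effect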
Active calls of the source: *; . = not tested or not shown. The order is random. About 2.8% of those tested had a hit in this group.

| No. | SMILES | M5 ag | M4 antag | CHRM5 PAM | CHRM4 PAM | CHRM4 agonist | CHRM1 PAM | CHRM5 antagonist | M1 antag | CRFBP-R2 agonist |
| --- | --- | --- | --- | --- | --- | --- | --- | --- | --- | --- |
| 1 | CCn1nc(C)c(/C=N/NC(=O)c2ccc3c(c2)c(C)c(C)n3Cc2ccccc2)c1C | -10.3 | -8.1 | -3.6 | -3.5 | 0.7 | 1.5 | -8.4 | -10.2 | 1.1 |
| 2 | O=C(Cc1cccs1)NCCc1ccc(F)cc1 | -0.9 | -11.9 | -3.2 | -4.1 | 0.2 | 0.3 | 1.8 | -4.0 | -0.3 |
| 3 | CCOC(=O)CNC(=O)CSc1nc(C(C)C)nc2c1cnn2-c1ccccc1 | 0.7 | -10.5 | -5.7 | 6.7 | 0.5 | 3.2 | 3.2 | -11.3 | 0.2 |
| 4 | CC(=O)N1c2ccc(S(=O)(=O)NC(CC(=O)O)c3ccc(Br)cc3)cc2CC1C (stereo unspecified) | -10.6 | -2.2 | 4.6 | 1.7 | 0.2 | 1.8 | -1.2 | -5.4 | 0.1 |
| 5 | Cc1ccccc1NC(=O)COC(=O)c1ccc2c(c1)C(=O)N(CCCN1CCOCC1)C2=O | 6.8 | 2.4 | -0.7 | 4.2 | 2.6 | 12.9 | -3.9 | -8.8 | 0.3 |
| 6 | Cn1cc(/C=C/c2cc[n+](C)cc2)c2cc(Cl)ccc21 | -4.9 | 2.8 | 4.5 | 5.8 | 0.3 | 10.2 | -0.8 | -22.8 | 20.4 |
| 7 | Cc1ccc(-c2nnc(Nc3ccc(O)cc3)c3ccccc23)cc1S(=O)(=O)NCCO | 1.9 | 6.3 | 3.0 | 0.1 | -0.2 | 10.3 | 8.1 | -12.0 | 1.0 |
| 8 | C=CCOC(=O)C1=C(C)NC(=O)NC1C1CC=CCC1 (stereo unspecified) | -0.1 | -1.4 | 6.9 | 2.1 | 1.4 | 9.3 | -4.9 | -11.9 | 0.4 |
| 9 | CC(C)CNC(=O)C(=O)NCC1CCCN1S(=O)(=O)c1cccs1 (stereo unspecified) | 2.2 | -9.5 | 6.1 | 5.9 | 2.2 | 12.6 | -0.9 | -15.9 | 2.2 |
| 10 | COCCN(C(=S)Nc1ccc(OC)cc1)C1CCN(C(C)=O)CC1 | -2.2 | -4.5 | -8.0 | 5.4 | 1.6 | 0.1 | 13.5 | 6.7 | 1.8 |
| 11 | NNC(=O)c1cc(-c2ccccc2)sc1N | -3.7 | 6.3 | 7.1 | -4.0 | 1.2 | 6.1 | -2.4 | -6.4 | -2.9 |
| 12 | CCN(Cc1ccccc1)C(=O)C1CCN(Cc2ccc(OC)c(OC)c2OC)CC1 | -3.5 | -0.8 | 1.5 | 2.5 | 0.2 | 5.2 | 3.1 | -6.9 | 0.1 |
| 13 | COc1ccc(NC(=O)CN2CCN(S(=O)(=O)c3ccc(C(C)C)cc3)CC2)cc1OC | -3.3 | -3.4 | 2.0 | 4.1 | 2.7 | 2.9 | -1.2 | -1.9 | -1.2 |
| 14 | O=C(CCC(=O)N1CCCC(Nc2ccccc2)C1)c1ccc(F)cc1 (stereo unspecified) | -1.0 | 8.7 | -6.2 | -8.9 | 5.3 | -2.8 | 9.1 | 6.7 | 0.1 |
| 15 | CC(=O)C(=Cc1cccc(C#N)c1)C(=O)c1ccccc1 | 2.9 | -3.7 | 3.3 | 1.4 | 1.1 | 13.5 | -1.4 | 17.7 | . |
| 16 | CCC(C(=O)OCC(=O)N1CCN(S(=O)(=O)c2ccc(C)cc2C)CC1)c1ccccc1 (stereo unspecified) | 0.5 | 2.8 | -17.4 | -3.8 | 12.5 | -5.7 | 11.6 | 2.7 | 4.6 |
| 17 | Cc1c(Cl)cccc1NC(=S)C(=C([O-])c1ccc(Cl)s1)[n+]1ccccc1 | -6.5 | -0.5 | -8.6 | -2.0 | 1.2 | -6.8 | 19.8 | 6.5 | -2.0 |
| 18 | Cc1ccc(Cl)cc1NC(=S)N(C)N | -5.7 | -10.2 | -2.9 | 2.9 | -0.9 | 9.5 | 2.4 | -23.4 | -2.6 |
| 19 | Cc1cc([N+](=O)[O-])nn1Cc1noc(C(=O)NCCCn2ccnc2)n1 | -2.4 | -3.5 | -3.6 | -4.0 | 1.9 | -5.1 | 7.5 | 4.8 | 4.6 |
| 20 | CC(C)c1ccc([C@@H]2O[C@H](CCc3ccccc3)Cc3[nH][nH]c(=O)c32)cc1 | 4.1 | 1.2 | 5.5 | 7.1 | 0.1 | . | -4.9 | . | . |
| 21 | CCCCC(=O)Nc1nc(C)c(-c2csc(Nc3ccc(Cl)cc3)n2)s1 | 4.0 | 3.7 | -12.4 | 1.4 | 1.8 | 4.3 | 4.1 | 2.2 | -1.4 |
| 22 | Cc1onc(-c2ccccc2)c1C(=O)N(CC(C)C)c1c(N)n(CC(C)C)c(=O)[nH]c1=O | -0.8 | 1.7 | 2.1 | 2.9 | 2.2 | 8.8 | 12.1 | -10.9 | -0.2 |
| 23 | Cc1ccc(NC(=O)c2cc(NC(=O)c3ccco3)ccc2N2CCCCC2)cc1 | 1.4 | 6.7 | 4.9 | 6.8 | -0.1 | 5.7 | -5.2 | -8.8 | 2.6 |
| 24 | CCOC(=O)Cn1c(=O)c(C#N)cn(C(C)C)c1=O | 3.7 | 4.0 | -4.3 | -3.2 | 0.0 | 5.8 | 8.0 | -11.0 | -0.5 |

Single entries from the list:
CHRM4 PAM result of compound 22 is entered as 2.9
CRFBP-R2 agonist result of compound 21 is entered as -1.4
M5 ag result of compound 18 is entered as -5.7
M1 antag result of compound 23 is entered as -8.8
CRFBP-R2 agonist result of compound 19 is entered as 4.6

Back to the main list with the 4 entries that preceded the break.
| No. | SMILES | M5 ag | M4 antag | CHRM5 PAM | CHRM4 PAM | CHRM4 agonist | CHRM1 PAM | CHRM5 antagonist | M1 antag | CRFBP-R2 agonist |
| --- | --- | --- | --- | --- | --- | --- | --- | --- | --- | --- |
| 21 | CCCCC(=O)Nc1nc(C)c(-c2csc(Nc3ccc(Cl)cc3)n2)s1 | 4.0 | 3.7 | -12.4 | 1.4 | 1.8 | 4.3 | 4.1 | 2.2 | -1.4 |
| 22 | Cc1onc(-c2ccccc2)c1C(=O)N(CC(C)C)c1c(N)n(CC(C)C)c(=O)[nH]c1=O | -0.8 | 1.7 | 2.1 | 2.9 | 2.2 | 8.8 | 12.1 | -10.9 | -0.2 |
| 23 | Cc1ccc(NC(=O)c2cc(NC(=O)c3ccco3)ccc2N2CCCCC2)cc1 | 1.4 | 6.7 | 4.9 | 6.8 | -0.1 | 5.7 | -5.2 | -8.8 | 2.6 |
| 24 | CCOC(=O)Cn1c(=O)c(C#N)cn(C(C)C)c1=O | 3.7 | 4.0 | -4.3 | -3.2 | 0.0 | 5.8 | 8.0 | -11.0 | -0.5 |
| 25 | CC1=CC(=O)C(C(C)=Nc2cccc(Cl)c2)C(=O)O1 (stereo unspecified) | 1.4 | 3.2 | 3.0 | 1.7 | -0.8 | 5.5 | 4.6 | -11.3 | 0.0 |
| 26 | CCN(CC)c1ccc(NC(=O)c2cc3ccccc3o2)c(C)c1 | 3.2 | -5.5 | -3.8 | -9.2 | 6.8 | -10.6 | 12.1 | 14.5 | 0.3 |
| 27 | COC(=O)NNC(=O)c1ccc(C(C)(C)C)cc1 | -5.9 | -14.3 | 9.1 | 12.7 | 1.2 | 11.4 | -14.4 | -11.2 | 0.5 |
| 28 | CC(=O)c1c(C)nc2ccc(C)cc2c1-c1ccccc1 | -10.0 | 1.0 | 3.7 | 5.4 | -0.1 | 6.4 | 5.5 | -6.5 | 0.6 |

Compound activity from PubChem BioAssay.
